EP2 antag = human EP2 receptor antagonists, primary screen, TR-FRET cAMP, C6 glioma cells | C6 glioma cells expressing human EP2; cells stimulated with saturating PGE2 | Prostaglandin E2 receptor EP2 subtype (Homo sapiens), P43116 | inhibition, % at 25 µM | AID 1422, 2008 | actives 0.52% (n = 260,000);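 active = percent inhibition above 40 after rounding to a whole number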;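 note: rat C6 glioma host cells with rolipram phosphodiesterase inhibitor present; the protocol text gives 20 µM as final concentration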
PPC-1+TRAIL kill = compounds killing PPC-1 cancer cells with TRAIL present, primary screen, TRAIL potentiator project, ATPLite luminescence, uHTS; PPC-1 cells + TRAIL, ATPLite viability luminescence; cell killing (% activity), % at 4 µM; actives 0.41% (n = 220,000); AID 1443, 2008;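 active = cell killing above 50% in the first pass at 4 µM, then a duplicate retest at 5 µM averaging 50% or more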;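 note: plate controls were cells with TRAIL plus DMSO for no effect and medium-only wells lacking cells for full effect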
p97 inhibitor = inhibitors of human p97 ATPase, primary screen, biochemical. recombinant p97 ATPase, Kinase-Glo ATP luminescence, 3 h. inhibition, % at 8 µM. actives 0.42% (n = 220,000). AID 1481, 2009; in the data active = inhibition above about 15%;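 note: 0% = DMSO vehicle and 100% = wells lacking enzyme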
Ba/F3 V617F tox = reduced viability of JAK2V617F-dependent Ba/F3 cells, primary screen, JAK2V617F inhibitor project, cell-based, Ba/F3 EpoR-JAK2V617F, luminescence | ATP luminescence | inhibition, % at 5.6 µM | actives 1.1% (n = 220,000);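 active = inhibition above the campaign mean plus 3 SD over all tested compounds, cut at about 24% in these data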;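 note: cytokine-independent growth of Ba/F3 cells driven by EpoR plus mutant JAK2; 0% = DMSO-treated cells and 100% = JAK inhibitor I control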
TbHK1 inh = Trypanosoma brucei hexokinase 1 inhibitors, primary screen, biochemical, G6PDH-coupled NADH absorbance, MLSCN library; actives 0.11% (n = 220,000); recombinant TbHK1, G6PDH-coupled NADH A340; hexokinase 1 [Trypanosoma brucei]; AID 1430, 2008; inhibition, % at 10 µM;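 active = inhibition of 50% or more in the single-dose primary screen; inactive = inhibition below 50%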
Furin inhibitor = human furin inhibitors, primary screen, biochemical, fluorescence intensity. P09958. purified furin, fluorogenic substrate cleavage. inhibition, % at 30 µM. actives 0.061% (n = 220,000). AID 463115, 2010; in the data active = inhibition above about 25%; note: inactives centre near -15
Target sequence (P09958 108-714 limits assumed): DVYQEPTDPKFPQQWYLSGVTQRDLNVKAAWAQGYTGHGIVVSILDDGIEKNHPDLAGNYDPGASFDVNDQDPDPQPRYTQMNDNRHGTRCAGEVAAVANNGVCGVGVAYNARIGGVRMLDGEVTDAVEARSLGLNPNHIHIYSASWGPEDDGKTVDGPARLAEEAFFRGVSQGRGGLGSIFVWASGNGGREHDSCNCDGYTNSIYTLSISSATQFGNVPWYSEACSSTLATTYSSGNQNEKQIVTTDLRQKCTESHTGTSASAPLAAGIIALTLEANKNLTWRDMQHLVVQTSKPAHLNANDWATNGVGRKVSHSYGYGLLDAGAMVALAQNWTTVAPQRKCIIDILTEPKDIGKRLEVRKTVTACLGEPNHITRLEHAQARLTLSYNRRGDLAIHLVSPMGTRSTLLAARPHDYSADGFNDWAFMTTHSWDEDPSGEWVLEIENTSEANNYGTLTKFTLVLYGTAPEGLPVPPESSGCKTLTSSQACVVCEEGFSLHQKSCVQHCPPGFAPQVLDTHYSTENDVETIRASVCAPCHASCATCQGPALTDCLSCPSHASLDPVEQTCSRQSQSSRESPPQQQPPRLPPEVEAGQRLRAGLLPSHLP
NCF1 inh = p47phox/p22phox peptide binding inhibitors, primary screen, biochemical, uHTS, NADPH oxidase regulatory subunit | AID 1274, 2008 | actives 0.53% (n = 220,000) | inhibition, % at 24.7 µM | Neutrophil cytosol factor 1 (Homo sapiens), P14598 | fluorescence polarization, 2 h;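 active = inhibition above about 30%, limit read from the data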;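 note: 0% = p47phox with labelled peptide and 100% = labelled peptide alone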
Target sequence (P14598 whole entry, looked up): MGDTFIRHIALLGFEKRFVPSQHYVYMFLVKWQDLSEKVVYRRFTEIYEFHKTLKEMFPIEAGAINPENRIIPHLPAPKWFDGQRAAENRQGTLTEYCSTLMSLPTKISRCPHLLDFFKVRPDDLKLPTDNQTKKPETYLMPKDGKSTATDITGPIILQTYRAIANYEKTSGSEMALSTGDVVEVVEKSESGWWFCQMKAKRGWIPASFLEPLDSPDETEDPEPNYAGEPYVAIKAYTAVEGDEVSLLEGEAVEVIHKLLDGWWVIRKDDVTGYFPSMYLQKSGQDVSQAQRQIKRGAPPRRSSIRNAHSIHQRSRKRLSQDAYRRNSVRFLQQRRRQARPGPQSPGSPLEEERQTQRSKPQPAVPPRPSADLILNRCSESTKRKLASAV
BaF3 tox = parental Ba/F3 cell viability inhibition, counter-screen for JAK2V617F inhibitor project, murine pro-B, CellTiter-Glo luminescence. CellTiter-Glo ATP luminescence. inhibition, % at 5.6 µM. actives 1.1% (n = 220,000). AID 1486, 2009;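 active = inhibition above a per-campaign cutoff, the mean inhibition of all tested compounds plus 3 SD, cut at about 27% in these data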;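 note: 0% = DMSO wells and 100% = JAK Inhibitor I control wells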
RBBP9 inh = human RBBP9 inhibitors, primary screen, biochemical, fluorescence polarization, FP-Rh probe, HTS; recombinant RBBP9; inhibition, % at 7.94 µM; actives 0.2% (n = 220,000); AID 1515, 2009;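 active = inhibition above the campaign mean of all tested compounds plus 3 SD, cut at about 14% in these data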;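 note: plate controls were DMSO wells with RBBP9 for no effect and wells lacking RBBP9 protein for full effect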
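Material: RBBP9 protein. Amount: RBBP9 at 2.5 µM in dispensed solution, before mixing. Schedule: 30 min then 45 min, 25 °C. Medium: Tris buffer pH 8.0, NaCl, Pluronic. Measured by: fluorescence polarization. Measure: percent inhibition from mP, scaled between DMSO and no-protein wells. Replication: one well per compound.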
* hit, by the source's call; . = not tested or not shown; & = joins results of further samples; [ ] = dose if it differs, or a comment. Only part of the results is shown, so the mix of outcomes need not match the whole.

Value order – Furin inhibitor | TbHK1 inh | Ba/F3 V617F tox | BaF3 tox | EP2 antag | RBBP9 inh | NCF1 inh | p97 inhibitor | PPC-1+TRAIL kill
> Cc1ccc(-n2c(-c3ccncc3)n[nH]c2=S)cc1
→ -11.5 | -13.3 | 6.0 | 9.4 | 4.3 | 2.3 | -6.8 | 3.4 | 17.8
> CCC(C)NC(=O)CSc1nnc(-c2ccc(Cl)cc2)n1N (stereo unspecified)
→ -20.4 | 2.4 | -4.2 | 0.6 | 5.0 | -4.5 | 53.0* | 10.9 | 1.8
> O=S(=O)(NCc1ccc2c(c1)OCO2)c1cccc2nsnc12
→ -16.8 | -23.1 | -0.5 | -5.2 | 3.6 | -8.2 | 3.8 | 2.8 | 3.9
> Nn1cc(-c2ccccc2)nc1SCC(=O)Nc1ccc(S(N)(=O)=O)cc1
→ -11.9 | -11.5 | -3.6 | -4.5 | 11.9 | -13.4 | -1.4 | 3.7 | -3.7
> CON(c1nc(Cl)nc(N(C)C)n1)S(=O)(=O)c1ccccc1Cl
→ -15.8[20 µM] | -1.2 | 2.0 | 5.8 | 7.6 | -9.7 | -8.1 | -2.4 | 25.2
> CCCOc1cccc(NC(=O)OC2CCN(C)CC2)c1
→ -9.3 | 0.5 | 1.3 | 5.4 | 11.0 | -6.6 | 2.2 | -3.9 | 23.9
> Cc1nc2ccccn2c1C(=O)N/N=C/c1ccc(CNC(=O)C(=O)Nc2ccccc2)o1
→ -9.1 | -38.6 | -4.1 | -1.7 | 4.1 | 3.9 | 13.5 | 4.8 | 29.0
> Cn1c(=O)n(CCCOc2ccc(Cl)cc2)c2ccccc21
→ -13.0[20 µM] | -5.0 | -3.1 | 1.1 | 11.1 | -9.1 | -34.3 | -7.5 | -3.5
> O=C(CSc1n[nH]c(-c2ccccc2Br)n1)NC(=O)NCc1ccco1
→ -13.2 | -3.0 | -0.3 | 6.2 | 12.2 | -5.7 | -24.1 | 2.9 | 10.9
> Cc1ccc(NC(=O)CN(C)c2ccc(S(=O)(=O)N3CCCC3)cn2)cc1
→ -17.8 | -3.2 | 2.2 | 7.0 | 4.6 | -5.4 | -1.7 | 2.0 | 4.0
> Cc1nn(CCc2nn[nH]n2)c2nc(-c3ccccc3)cc(C(F)(F)F)c12
→ -4.1 | -3.9 | 3.8 | 6.1 | 2.6 | -7.4 | -6.0 | -7.0 | 8.1
> O=C(NCc1ccccc1)c1cccc(Br)n1
→ -12.0 | -2.5 | -0.2 | 8.0 | -3.0 | -7.5 | -4.6 | 6.4 | 20.4
> O=C1S/C(=C/c2ccc(N3CCOCC3)o2)C(=O)N1Cc1ccc(F)cc1
→ -4.9[20 µM] | -4.7 | 0.5 | 6.4 | 4.3 | 0.2 | -44.0 | -3.1 | 6.9
> CC(=O)Nc1ccc(S(=O)(=O)N2CCN(CC3CC4C=CC3C4)CC2)cc1 (stereo unspecified)
→ -14.7 | -7.9 | -2.3 | 3.8 | 8.6 | -6.1 | -7.5 | 0.5 | 19.1
> O=S(=O)(c1ccc(Cl)cc1)N1CCC(O)(c2cccnc2)CC1
→ -14.0[20 µM] | 1.4 | -1.2 | 4.3 | 7.7&9.8 | -2.7 | -2.4 | 3.1 | 9.5
> CCCC(=O)Nc1ccc(C(=O)NNC(=S)NC(=O)c2ccc(Br)o2)cc1
→ -29.7 | 2.6 | 0.9 | 9.0 | 3.4 | -0.3 | -20.8 | 1.3 | 4.1
> CCOC(=O)c1nc2nc(-c3cccs3)cc(C(F)(F)F)n2n1
→ -40.3 | -10.5 | -5.0 | 2.0 | 2.4 | 1.0 | 13.6 | 2.0 | 17.5
> Cc1c2c(n3c(nc4ccccc43)c1C#N)N(CCN(C)C)CC2
→ -43.7 | -3.3 | 6.0 | 11.6 | 8.4 | -11.1 | -11.7 | 3.5 | -4.3
> CC(C)(C)c1ccc(/C=C/C(=O)N2CCOCC2)cc1
→ -27.5 | -6.5 | -1.2 | 3.4 | 4.5 | -4.2 | -19.2 | 3.9 | 38.0
> Cc1cccc(NC(=O)c2ccc3nsnc3c2)c1C
→ -24.2 | -0.7 | -3.4 | 7.6 | 14.2&10.4 | -8.3 | -1.5 | 3.8 | 9.6
> O=C(CCN1C(=O)/C(=C/c2cccs2)SC1=S)Nc1ccccn1
→ -12.0 | 2.1 | 0.8 | 4.8 | 10.2 | -4.7 | -123.9 | 2.5 | 3.0
> COc1ccc(OC)c([C@@H]2OCCC=C[C@H]2C)c1
→ -18.9 | -4.4 | -1.7 | 4.1 | 3.4 | -6.5 | -7.3 | 2.8 | 5.9
> O=C1NC2(CCCCC2)C(=O)N1/N=C/c1ccc(O)cc1O
→ -5.3[20 µM] | -46.4 | 0.7 | 7.2 | 19.5 | -9.1 | -0.6 | -0.3 | -3.5
> CNC(=O)CSc1nnc(-c2ccco2)n1-c1ccccc1OC
→ 3.5 | 8.9 | -2.4 | -4.6 | 5.6 | -13.6 | . | -0.6 | 9.2
> COC(=O)Nc1ccc(S(=O)(=O)N2CCN(CCN3C(=O)C4C5C=CC(C5)C4C3=O)CC2)cc1 (stereo unspecified)
→ -11.9[20 µM] | 1.0 | 1.2 | 5.0 | 1.9 | 2.2 | 2.3 | 1.7 | 36.9
> O=[N+]([O-])c1cc(S(=O)(=O)/N=C(/c2ccccc2)N2CCOCC2)ccc1Cl
→ -26.5 | -0.4 | -1.8 | -2.0 | 8.4 | -10.4 | -2.3 | 5.2 | 17.1
> NC(=O)Cn1nnc(-c2ccc(CN3CCCCC3)cc2)n1
→ -20.6 | -5.7 | -1.7 | 3.4 | 14.1 | -9.7 | 1.7 | -1.1 | 2.9
> O=C(COC(=O)CCC1CCCC1)Nc1ccccc1OC(F)F
→ -24.3 | 4.4 | -0.5 | 8.2 | 13.0 | -2.5 | -6.8 | -1.5 | -3.3
> COc1ccc(NC(=O)N/C=C/c2ccccc2)cc1
→ -26.3 | 0.8 | -0.2 | 5.5 | 7.5 | -0.3 | -0.5 | 4.8 | 26.9
> Cc1cc(C)c2cc(CNC3CCCC3)c(Cl)nc2c1
→ -27.0 | 3.3 | 1.2 | 9.2 | 7.2 | 5.8 | -8.6 | 2.5 | 7.1
> Cc1ccc(C)c(CSc2nc3[nH]ncc3c(=O)[nH]2)c1
→ -16.7 | -0.1 | 83.3* | 76.2* | 6.7 | -6.7 | -7.9 | 5.7 | -17.5
> O=C(COC(=O)c1ccccc1Nc1ccccc1)Nc1ccccc1
→ -17.3 | -0.7 | -0.4 | 4.8 | 9.2 | -9.7 | -3.0 | 1.2 | 23.3
> O=C(N/N=C/c1cnc2ccccc2n1)c1cccc(F)c1
→ 0.3 | -45.6 | -0.5 | 5.6 | 4.0 | 4.0 | -9.6 | 0.1 | -5.9
> CCOC(=O)COc1cc(Br)c(/C=N/Nc2ccccc2)cc1OC
→ 2.3[20 µM] | -8.5 | 6.5 | 1.9 | . | -9.6 | -6.1 | -4.2 | 12.5
> Cc1ccc(SCC(=O)N=C2NC(=O)CS2)cc1
→ -12.6 | 7.2 | 2.7 | 7.2 | 3.5 | -4.3 | -12.6 | -1.8 | -12.4
> CCn1cc(Br)c(C(=O)Nc2ccc(F)cc2F)n1
→ -0.9 | -4.5 | -0.6 | -2.8 | 7.1 | -10.7 | -10.8 | 4.0 | 14.5
> Cc1ccc(S(=O)(=O)Cn2nnnc2CN(Cc2ccco2)CC2CCCO2)cc1 (stereo unspecified)
→ -15.4[20 µM] | 3.0 | -3.5 | 1.8 | 5.8 | 5.2 | -5.4 | 1.5 | -0.7
> CCC(C)NC(=O)COC(=O)c1ccc(Cl)cc1O (stereo unspecified)
→ 8.6 | -6.7 | -1.8 | -2.5 | 6.6 | -11.6 | 4.5 | 0.6 | 3.1
> CN(C(=O)c1ccc(COc2ccccc2Br)o1)c1ccccc1
→ -11.5 | -2.6 | 2.2 | 6.6 | 9.9 | 0.1 | -14.2 | -1.5 | -6.9
> CC(=O)NC(Cc1ccc(C(C)C)cc1)C(=O)NC1CCN(C(=O)c2cccc(C)c2)CC1 (stereo unspecified)
→ -0.4 | -13.7 | 0.8 | -1.7 | 3.0 | -10.4 | -5.4 | -3.1 | 3.9
> CCOC(=O)c1c(C)n(C)c2ccc(OC)c([N+](=O)[O-])c12
→ -27.3 | -4.3 | -0.7 | 0.7 | 10.6 | -13.5 | -3.0 | 1.8 | 8.2
> C(=C\c1ccccc1)/C=N/n1cnnc1
→ -8.1 | -7.1 | -0.1 | 3.9 | 6.3 | 2.7 | -13.6 | 0.6 | 1.5
> CCOc1ccc(CNC(=O)CCS(=O)(=O)Cc2cccc(Cl)c2)cc1OC
→ -26.0 | 3.8 | -2.8 | 6.2 | 7.5 | -6.8 | -6.3 | 3.3 | .
> CC(C)CCC(C)N=Cc1c(O)n(Cc2ccccc2)c(=O)c2ccccc12 (stereo unspecified)
→ -10.3[20 µM] | 4.4 | -3.5 | 1.6 | 4.9 | -16.4 | -15.4 | -2.7 | 39.6
> Nc1nc(C23CC4CC(CC(C4)C2)C3)cs1
→ -9.7[20 µM] | -1.0 | -4.2 | 0.8 | 10.4 | 0.2 | -15.2 | 5.4 | 16.9
> Cc1nc2ccc(NC(=S)NCCCO)cc2nc1C
→ -21.2 | -16.6 | -0.8 | 4.2 | 2.1 | -5.4 | -1.7 | 3.8 | 7.2
> O=C(NCc1ccc(F)cc1)C1Cc2ccccc2CN1C(=O)c1ccco1 (stereo unspecified)
→ -29.7 | -1.6 | -1.1 | 4.8 | 2.1 | 0.4 | -5.1 | 3.5 | 9.8
> O=CN1CCc2scc[n+]2-c2ccccc21
→ -19.1[20 µM] | -0.3 | -0.8 | 2.7 | 4.8 | -5.0 | -0.9 | 0.2 | 5.9
> COc1ccc2[nH]c(=O)c(CN(CCO)C(=O)c3cccs3)cc2c1
→ -4.0[20 µM] | -13.2 | 6.4 | 9.8 | 4.9 | -2.7 | -1.6 | -2.5 | 1.6
> CNc1ccn(C2CCCO2)c(=O)n1 (stereo unspecified)
→ -36.2 | -4.0 | -2.5 | -6.8 | 1.9 | 1.4 | -10.9 | 5.3 | 0.3
> O=C1Nc2ccc(S(=O)(=O)NCc3ccccn3)c3cccc1c23
→ -11.8[20 µM] | -24.5 | -4.3 | 1.2 | . | 1.3 | -0.2 | -3.0 | 7.1
> CCOc1cc2c(cc1/C=C(/C#N)c1ccc(C(=O)O)cc1)OCO2
→ -22.7 | -12.9 | 4.3 | 12.2 | 10.6 | -1.7 | -15.6 | 1.6 | -7.8

Molecules from the list above containing a cyano group:
Value order – Furin inhibitor | TbHK1 inh | Ba/F3 V617F tox | BaF3 tox | EP2 antag | RBBP9 inh | NCF1 inh | p97 inhibitor | PPC-1+TRAIL kill
> Cc1c2c(n3c(nc4ccccc43)c1C#N)N(CCN(C)C)CC2
→ -43.7 | -3.3 | 6.0 | 11.6 | 8.4 | -11.1 | -11.7 | 3.5 | -4.3
> CCOc1cc2c(cc1/C=C(/C#N)c1ccc(C(=O)O)cc1)OCO2
→ -22.7 | -12.9 | 4.3 | 12.2 | 10.6 | -1.7 | -15.6 | 1.6 | -7.8
